# Screening results from PubChem.
# tuberculosis growth = growth inhibition of non-replicating M. tuberculosis (AID 488890); Mycobacterium tuberculosis non-replicating, growth inhibition; higher % means a stronger effect; one-dose inhibition, % at 25 µM; IC50 in µM for titrated hits; 0.39% of 320,000 active; in the data active = a potency from the dose series; inconclusive = inhibition mostly from about 82% at the one dose, without a potency; inactive = the rest, 99 in 100 with inhibition below about 76%;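 also: plate controls were DMSO cells for no effect and high antibiotic wells for full effect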
# M. tuberculosis HTS = M. tuberculosis growth inhibition, HTS (AID 449762); M. tuberculosis H37Rv growth inhibition, 7H9 media; higher % means a stronger effect; inhibition, % at 25 µM; hits with a dose series show IC50 in µM; 0.59% of 330,000 active; in the data active = a potency from the dose series; inconclusive = inhibition above about 70% without an active follow-up result;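 also: bacterial growth assessed after seven days of incubation; strong numbers were not always called active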
# PhoP GFP inhibition = Inhibition of PhoP regulon, Salmonella typhi GFP reporter cells, confirmation, 4 h (AID 1850); Salmonella Typhi PhoP-promoter GFP reporter, fluorescence, 4 h; higher % means a stronger effect; inhibition, % at 50 µM; hits with a dose series show IC50 in µM; 0.33% of 310,000 active; in the data active = a potency from the dose series; inconclusive = inhibition mostly from about 25% at the one dose, without a potency; inactive = the rest, 99 in 100 with inhibition below about 19%;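 also: 0% = induced wells with vehicle and 100% = uninduced wells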
# VEEV TC-83 Vero = inhibitors of VEEV TC-83 cytopathic effect, confirmation, Vero cells (AID 588727); inhibition, % at 20 µM, or IC50 in µM where a hit was titrated; 0.13% of 350,000 active; Vero cells, VEEV TC-83 cytopathic effect inhibition; higher % means a stronger effect; in the data active = a potency from the dose series; inconclusive = inhibition mostly from about 14% at the one dose, without a potency; inactive = the rest, 99 in 100 with inhibition below about 12%; also: strong numbers were not always called active
# influenza NS1A = H1N1 influenza NS1A inhibitors, functional cell based assay (AID 504329) | NS1A functional cell-based assay, percent inhibition; higher % means a stronger effect | inhibition, % at 12.5 µM; hits with a dose series show IC50 in µM | 0.3% of 340,000 active; in the data active = a potency from the dose series; inconclusive = inhibition above about 27% without an active follow-up result; also: strong numbers were not always called active
# VEEV TC-83 Vero 10K pilot screen = also measured in VEEV TC-83 Vero; calls as there; inhibition, %; measured here: 10K pilot screen inhibition
# Starred values were filed as active, the others as inactive; i = inactive; ? = inconclusive; . = no result given.
SMILES,tuberculosis growth,M. tuberculosis HTS,PhoP GFP inhibition,VEEV TC-83 Vero,influenza NS1A,others
CC1(C)CSC(=NCc2ccccc2)N1,-17%,0%,-10%,2.2%,12%,
Cc1cc(=O)c(C(=O)O)cn1Nc1ccc(Cl)cc1,11%,6%,10%,1.0%,4%,
Cc1ccc(S(=O)(=O)N2CC3CC(C2)c2cccc(=O)n2C3)cc1 (stereo unspecified),3%,-6%,0%,0.6%,-3%,
COC(=O)C1=C(O)/C(=C\c2ccc(CNC(=O)C(=O)Nc3ccc(C)cc3)o2)N=C1C,2%,-2%,-3%,?,10%,
O=C(NCc1nnc(SCC(=O)N2CCCCCC2)o1)c1ccc(F)cc1,3%,-6%,-1%,i,-5%,
CCCCC1=CC2=CC(=O)C(C)(OC(=O)CC)C(=O)C2=CN1c1ccc(OC)cc1 (stereo unspecified),26%,-2%,1%,0.9%,11%,
O=C(Oc1ccc(Cl)c2ccccc12)N1CCCCC1,?,33%,3%,3.8%,-4%,
CCc1nnc(NC(=O)CSc2nc(-c3ccccc3)cc(-c3ccc(F)cc3)c2C#N)s1,-5%,0%,9%,i,-8%,
CC[C@]12c3[nH]c4cc(-c5ccco5)ccc4c3CCN1C(=O)[C@@H](CC(=O)NCc1ccco1)C[C@@H]2C(=O)N1CCN(C(=O)c2ccco2)CC1,.,.,.,i,-12%,
CC(C)CN1CCN(Cc2cccc3nccnc23)CC1CCO (stereo unspecified),-17%,2%,1%,0.1%,7%,
CN(C)S(=O)(=O)c1cccc(NC(=O)/C=C/c2ccccc2[N+](=O)[O-])c1,2%,-1%,3%,3.3%,0%,
CCOC(=O)c1c(C)[nH]c(C)c1S(=O)(=O)NCCCc1ccco1,-2%,2%,1%,1.6%,3%,
CCCc1cc(=O)[nH]c(SCC(=O)N(CC(C)C)C2CCS(=O)(=O)C2)n1 (stereo unspecified),-6%,-6%,-8%,2.2%,-4%,
O=S1(=O)c2ccc(Br)cc2N2CC[C@H](C2)N1Cc1ccc(Cl)cc1,.,.,.,1.1%,12%,
Cc1cccc(N2CCN(C(=O)Cc3ccc(Br)cc3)CC2)c1C,45%,30%,-2%,i,2%,
COc1ccc2oc(C(=O)NCc3ccccc3CN3CCCC3)c(C)c2c1,66%,4%,.,7.9%,8%,
CC(=O)Nc1sc2c(c1C#N)CC(C)(C)NC2(C)C,1%,-4%,14%,1.5%,-4%,
C/C(=N/NC(=O)C(=O)N/N=C(/C)c1ccccc1)c1ccccc1,-13%,-10%,1%,.,.,
CCc1ccc2[nH]c(=O)c(CN(CCN3CCOCC3)C(=O)Nc3ccccc3F)cc2c1,13%,0%,13%,8.4%,-5%,
CCN(CC(=O)NC(C)C)C(=O)C(CCSC)NC(=O)c1cccc(C)c1 (stereo unspecified),-5%,-1%,6%,i,-8%,
O=c1[nH]c2cc3c(cc2cc1CN(CCc1ccccc1)Cc1nnnn1CC1CCCO1)OCO3 (stereo unspecified),8%,-1%,-6%,4.1%,3%,
CCC(=O)NC(Cc1ccccc1)c1ccc2c(c1)OCCCO2 (stereo unspecified),4%,5%,18%,1.1%,-9%,
CCc1nc(Nc2ccncc2)c2oc3ccccc3c2n1,13%,-3%,7%,i,1%,
O=C(NCCCNCc1ccccc1)c1ccncc1,-7%,-5%,-3%,0.7%,0%,
COCCN(C(=O)Nc1ccccc1)c1ccccc1C,-3%,0%,-8%,0.7%,-4%,
N#Cc1c(C(F)(F)F)cc(-c2cccs2)nc1SC(C(=O)O)c1ccccc1 (stereo unspecified),10%,2%,-6%,2.4%,2%,
Cc1cc(C)cc(NC(=O)CSc2nnc(CN3CCOCC3)n2C)c1,-27%,-10%,0%,0.3%,4%,
O=S(=O)(NC1CCCCC1Nc1ccccc1)c1ccccc1 (stereo unspecified),1%,-7%,-1%,0.1%,-4%,
O=C(C=Cc1ccccn1)c1ccccc1,.,.,.,61%,-25%,
Cc1cccc(N(C)c2cc(C)nc3nc(C)nn23)c1,14%,2%,-10%,i,6%,
O=C(NCc1ccccn1)[C@@H]1C[C@H]1[C@@H](NP(=O)(c1ccccc1)c1ccccc1)c1ccccc1,5%,-5%,0%,0.2%,-9%,
CCCn1nc(C(=O)Nc2nc3ccccc3[nH]2)c2ccccc2c1=O,?,10%,-5%,7.5%,2%,VEEV TC-83 Vero 10K pilot screen=7.5
O=[N+]([O-])c1ccc(Sc2nnnn2-c2ccccc2)c(Cl)c1,33%,-5%,-4%,2.0%,10%,
CC(=O)OCN(C#N)c1nc(N(C)C)nc(N(C)C)n1,47%,51%,3%,0.6%,5%,VEEV TC-83 Vero 10K pilot screen=2.8
Cc1ccc(-n2nnc(-c3cccnc3Cl)n2)cc1,53%,-2%,-5%,0.9%,-1%,
Cc1ccc(NS(=O)(=O)c2ccc(NS(=O)(=O)c3cccs3)cc2)cc1,13%,5%,-9%,1.9%,3%,
CCc1ccccc1NC(=O)C1CCN(C(=O)c2cccs2)CC1,-3%,-2%,9%,1.1%,8%,
COC(=O)c1c(NC(=O)C2CCCCC2)sc2c1CCN(C(C)C)C2,5%,3%,3%,0.5%,7%,VEEV TC-83 Vero 10K pilot screen=0.0
O=C(CSc1nc2ccccc2[nH]1)Nc1ccc(F)c(F)c1,?,0%,63µM*,i,-8%,
CC1(C)c2ssc(=S)c2-c2ccccc2N1C(=O)c1ccco1,3%,2%,2%,i,3%,
CCc1sc(C(=O)NC(C)C2CCCO2)cc1Br (stereo unspecified),15%,-4%,-2%,0.4%,16%,
O=C(Cc1ccccc1)Nc1ccc(NC(=O)c2ccco2)nc1,-19%,-6%,-6%,0.8%,-12%,
O=C(CN1C(=O)NC2NC(=O)NC21)NN=C1CCCC1 (stereo unspecified),-7%,9%,-2%,i,9%,
Cc1ccccc1OCC(=O)Nc1ccccc1CO,8%,-1%,-1%,0.8%,-6%,
COc1cc(C(C#N)N2CCCCC2)ccc1O (stereo unspecified),2%,-6%,-10%,1.8%,0%,
CCOc1ccc2nc(NS(=O)(=O)Cc3ccccc3)sc2c1,20%,-21%,-14%,2.8%,-5%,
C[C@@H](NC(=O)c1nc[nH]c1C(=O)OCc1ccccc1)c1ccccc1,18%,-4%,.,10%,4%,
Cc1c(C(=O)O)oc2c3c(ccc12)OCCO3,0%,1%,25%,8.6%,-5%,
Cc1ccc(-c2cc(C(=O)Nc3ccncc3)c3ccccc3n2)cc1,-1%,22%,6%,6.9%,-6%,
O=C(O)CCC(=O)NNc1nc(-c2ccccc2)c2cc(Cl)ccc2n1,-2%,3%,-15%,0.4%,-1%,
CC(C)c1ccc(NNC(=O)C2CCC2)cc1,75%,?,5%,3.9%,0%,
O=[N+]([O-])c1ccc2nc(CCCO)[nH]c2c1,-14%,-7%,16%,0.4%,.,
COc1ncnc2c1N[C@@](C)(O)c1c(F)c(F)c(F)c(F)c1S2,20%,4%,6%,7.1%,-10%,
CSc1ccccc1NC(=O)c1cccs1,-14%,0%,7%,0.8%,-4%,
CN1CCN(CCCN(Cc2ccco2)C(=S)Nc2ccc(Cl)cc2)CC1,27%,-6%,2%,0.6%,-6%,
Cn1cnc2c(N/N=C/c3cccs3)ncnc21,-15%,-2%,4%,i,.,
Cc1nc2c(=O)n(C)c(=O)n(C)c2nc1Cl,i,?,-1%,12%,-3%,
O=C(Cn1cc(S(=O)(=O)N2CCN(c3ccccc3F)CC2)c2ccccc2c1=O)NCCCN1CCCCCC1,56%,11%,-6%,0.1%,1%,
Cc1cccc(Nc2ccc(NCc3ccccc3)nn2)c1,65%,11%,5%,0.2%,8%,
Cn1cc(S(=O)(=O)N2CCCC2)cc1C(=O)O,-3%,3%,.,0.3%,-14%,

# Next section; it opens with the 3 that closed the last part.
SMILES,tuberculosis growth,M. tuberculosis HTS,PhoP GFP inhibition,VEEV TC-83 Vero,influenza NS1A,others
O=C(Cn1cc(S(=O)(=O)N2CCN(c3ccccc3F)CC2)c2ccccc2c1=O)NCCCN1CCCCCC1,56%,11%,-6%,0.1%,1%,
Cc1cccc(Nc2ccc(NCc3ccccc3)nn2)c1,65%,11%,5%,0.2%,8%,
Cn1cc(S(=O)(=O)N2CCCC2)cc1C(=O)O,-3%,3%,.,0.3%,-14%,
CC(=O)Nc1ccc(NC(=O)CSc2nccn2Cc2ccccc2)cc1,2%,-5%,-7%,i,2%,
COc1ccc(-c2oc3ccc(N4CCOCC4)cc3c2C#CCO)cc1,51%,?,7%,0.6%,-1%,
COc1ccccc1C(=O)NC1CCN(C(=S)NCCc2ccccc2)CC1,12%,6%,-11%,4.9%,-1%,
CCc1ccc(NC(=O)C(=O)c2ccccc2NC(C)=O)cc1,22%,?,.,1.4%,2%,
Cc1ccc(-n2c(-c3ccccc3)c[n+]3c2CCC3)cc1,6%,-1%,21%,i,-4%,
COc1ccccc1NC(=O)Nc1ccnn1Cc1cccs1,-16%,-5%,-2%,8.2%,3%,
CCN(CC(=O)Nc1ccc(NC(C)=O)cc1)C(=O)c1ccccc1CCc1ccccc1,28%,36%,4%,8.8%,0%,
CCOC(=O)C(CC)/C(C)=N/NC(=O)c1ccccc1[N+](=O)[O-] (stereo unspecified),11%,9%,-1%,0.1%,-12%,
CCNC(=O)C12CCC(C)(C(=O)O1)C2(C)C (stereo unspecified),-4%,3%,-3%,i,-3%,
COc1ccc(-c2n[nH]c(C)c2-c2cscn2)c(O)c1,3%,25%,9%,2.6%,-11%,

# Compounds from the list above that contain fluorine (seven):
SMILES,tuberculosis growth,M. tuberculosis HTS,PhoP GFP inhibition,VEEV TC-83 Vero,influenza NS1A,others
O=C(NCc1nnc(SCC(=O)N2CCCCCC2)o1)c1ccc(F)cc1,3%,-6%,-1%,i,-5%,
CCc1nnc(NC(=O)CSc2nc(-c3ccccc3)cc(-c3ccc(F)cc3)c2C#N)s1,-5%,0%,9%,i,-8%,
CCc1ccc2[nH]c(=O)c(CN(CCN3CCOCC3)C(=O)Nc3ccccc3F)cc2c1,13%,0%,13%,8.4%,-5%,
N#Cc1c(C(F)(F)F)cc(-c2cccs2)nc1SC(C(=O)O)c1ccccc1 (stereo unspecified),10%,2%,-6%,2.4%,2%,
O=C(CSc1nc2ccccc2[nH]1)Nc1ccc(F)c(F)c1,?,0%,63µM*,i,-8%,
COc1ncnc2c1N[C@@](C)(O)c1c(F)c(F)c(F)c(F)c1S2,20%,4%,6%,7.1%,-10%,
O=C(Cn1cc(S(=O)(=O)N2CCN(c3ccccc3F)CC2)c2ccccc2c1=O)NCCCN1CCCCCC1,56%,11%,-6%,0.1%,1%,

# The order is random; any-hit rate near 1.6%.
